HSP90 refold inh – HSP90 refolding inhibition in rabbit reticulocyte lysate; 0.91% of 290,000 active; luciferase refolding luminescence, 3 h; AID 1789; inhibition, % at 5.6 µM;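 active means inhibition above the screen-wide mean plus 3 SD, computed separately per campaign, cut at about 16% in these data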;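 further: 0% = DMSO wells and 100% = 60 µM geldanamycin wells; inhibitors lower the luminescence because luciferase stays unfolded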
aSyn 5UTR inh – 5' untranslated region of α-synuclein, MLPCN primary screen. AID 1813. alpha-synuclein 5'UTR reporter, inhibitor activity. 0.82% of 300,000 active. inhibition, % (tested at 7.5 µM); in the data active means inhibition above about 60%;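 further: H4 neuroglioblastoma cells stably carrying SNCA 5'UTR luciferase fusion; 0% = DMSO wells and 100% = positive control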
AI-2 QS modul – modulates the Vibrio harveyi AI-2 quorum sensing system | Vibrio harveyi JMH597 AI-2 luminescence/OD600 ratio, 9 h; stronger effect = lower value; strain lacks LuxN and CqsS sensors; 0 = neutral-control median | activity change, % at 7.5 µM | 0.4% of 300,000 active | AID 2094; in the data active means activity change below about -75%, passing the limit was not always enough;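 further: luminescence divided by OD600 gain over 9 h not by final OD600 alone; inactives centre near 13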
GSK3 alpha inh – inhibitors of human GSK-3 alpha kinase | P49840 | ADP-Glo luminescence, 60 min | inhibition, % at 10 µM | 0.1% of 320,000 active | AID 2650;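 in the data active means inhibition above about 50%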;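 further: GST-tagged GSK-3 alpha with peptide substrate and 25 µM ATP; 0% = DMSO neutral wells and 100% = GW8510 positive control wells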
Target sequence (P49840 whole entry, looked up): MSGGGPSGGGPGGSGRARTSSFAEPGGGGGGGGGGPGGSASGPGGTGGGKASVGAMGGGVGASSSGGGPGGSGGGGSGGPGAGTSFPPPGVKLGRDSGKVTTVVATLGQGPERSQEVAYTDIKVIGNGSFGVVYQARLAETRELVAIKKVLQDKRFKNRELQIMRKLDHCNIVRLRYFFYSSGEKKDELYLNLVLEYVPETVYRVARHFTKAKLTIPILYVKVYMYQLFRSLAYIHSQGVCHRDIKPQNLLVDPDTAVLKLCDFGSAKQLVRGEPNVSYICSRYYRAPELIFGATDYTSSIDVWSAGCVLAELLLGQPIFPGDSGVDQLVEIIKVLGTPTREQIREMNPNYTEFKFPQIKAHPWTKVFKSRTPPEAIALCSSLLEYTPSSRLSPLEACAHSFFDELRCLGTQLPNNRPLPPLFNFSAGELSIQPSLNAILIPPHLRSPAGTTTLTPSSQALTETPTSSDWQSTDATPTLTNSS
HSF1 inh – HSF1 inhibition | NIH3T3-HGL HSE-luciferase, MG132-induced, luminescence 8 h; stronger effect = lower value | activity change, negative = inhibition, % at 7.5 µM (by protocol) | 0.77% of 300,000 active;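 active means more than half of replicate wells show activity change below -50%, luminescence cut by over half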;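 further: luciferase reports HSF-1 transcriptional activity via heat shock element; 0% = median of DMSO wells and -100% = zero luminescence signal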
PolyA inh – blocks polyadenylation in yeast reporter cells | S. cerevisiae SKY197-pL101 polyadenylation reporter, beta-gal luminescence; efflux-impaired pdr1/pdr3 knockout yeast; score 100 = 6 SD above DMSO | calls only at 12 µM | 0.02% of 300,000 active;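 active means lowest replicate activity score at least 50, where 100 means six control SD above control mean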;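 further: yeast exposed to compound for 9 h at 30 °C; higher score means more reporter readthrough which indicates perturbed polyadenylation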
HSF1 activator – increases HSF-1 driven luciferase reporter signal | activation, % at 9 µM | 1.7% of 300,000 active | NIH3T3-HGL HSF-1 luciferase reporter, MG132, 8 h; 100% = twice DMSO control signal;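 active means mean replicate activation of at least 50% with a set share of replicates each reaching 50%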;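 further: 0% = median of the neutral control wells and 100% = twice that signal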
IEC-6 tox – IEC-6 cytotoxicity, counter-screen for KLF5 inhibitors; AID 1825; luminescence viability; inhibition, % at 5 µM; 0.78% of 290,000 active; in the data active means inhibition above about 22%;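 further: 0% = plate median of test compound wells and 100% = cytotoxic reference compound wells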
KLF5 inh – inhibitors of KLF5 expression | inhibition, % at 5 µM | DLD-1 KLF5 promoter-luciferase reporter, luminescence | AID 1700 | 0.23% of 290,000 active;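 active means inhibition above a per-plate limit of that plate's mean compound inhibition plus 3 SD, cut at about 60% in these data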;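 further: 0% = DMSO wells and 100% = LY294002 at 200 µM; higher means less KLF5 promoter-driven luciferase light; inactives centre near -14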
GSK3B inh – blocks human GSK3beta kinase activity. GST-GSK3beta kinase, ADP-Glo luminescence, 60 min; stronger effect = lower value. 0.038% of 300,000 active. activity score (negative = inhibition), % at 10 µM. P49841;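 active means more than half of replicate wells score below -50%, meaning over 50% inhibition versus plate controls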;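 further: 0% = median DMSO wells and -100% = median GW8510 positive control wells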
Target sequence (P49841 whole entry, looked up): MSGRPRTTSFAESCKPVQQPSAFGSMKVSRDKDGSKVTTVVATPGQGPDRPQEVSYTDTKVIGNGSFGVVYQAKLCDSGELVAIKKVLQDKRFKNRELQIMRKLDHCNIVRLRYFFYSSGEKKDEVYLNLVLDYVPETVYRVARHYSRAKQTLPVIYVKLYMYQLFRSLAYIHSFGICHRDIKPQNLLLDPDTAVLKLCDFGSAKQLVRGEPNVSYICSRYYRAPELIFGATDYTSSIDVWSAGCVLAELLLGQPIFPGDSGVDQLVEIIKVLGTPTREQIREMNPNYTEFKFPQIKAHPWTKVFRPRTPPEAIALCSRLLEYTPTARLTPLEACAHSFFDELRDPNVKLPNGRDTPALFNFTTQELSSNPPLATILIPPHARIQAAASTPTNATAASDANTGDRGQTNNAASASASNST
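Test system – GST-tagged human GSK3beta kinase, cell-free · Incubation – 60 min enzyme reaction, room temperature · Signal – ADP-Glo luminescence · Also added – peptide substrate and ATP at 25 µM · Controls – DMSO neutral wells and GW8510 at 20 µM as positive · Buffer or medium – Tris/MgCl2 kinase buffer · Measure – Luminescence-derived activity versus plate DMSO and GW8510 wells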
An asterisk follows results filed as active; i = inactive; nt = not tested or not shown.

item	molecule	HSP90 refold inh	aSyn 5UTR inh	AI-2 QS modul	GSK3 alpha inh	HSF1 inh	PolyA inh	HSF1 activator	IEC-6 tox	KLF5 inh	GSK3B inh
1	Cc1ccccc1CNc1nnnn1C	2	26	22	-2	-5	i	-2	3	-14	1
2	CN1CCN(CC(O)COC(c2ccc(Cl)cc2)c2ccc(Cl)cc2)CC1 (stereo unspecified)	3	-32	-1	4	5	i	0	4	9	-3
3	O=C(c1cccc(Oc2ccc([N+](=O)[O-])cc2)c1)N1CCOCC1	0	-4	9	1	-7	i	-2	1	-22	4
4	O=C1CSCC(=O)N1Cc1ccc(Cl)c(Cl)c1	-5	0	1	2	2	i	7	-5	-9	1
5	CCOC(=O)C1(C)NC(c2cccs2)C2C(=O)N(c3ccc(C)cc3)C(=O)C21 (stereo unspecified)	1	11	8	0	-1	i	1	4	-40	1
6	COc1cc(NC(=O)c2cccnc2Sc2ccc(C)c(C)c2)cc(OC)c1OC	1	11	36	-1	4	i	0	6	7	3
7	O=C(c1cccs1)N(c1ccc(F)cc1)C1C=CS(=O)(=O)C1 (stereo unspecified)	-1	-21	-3	-3	-8	i	-22	4	-20	0
8	CC(=O)NC(Cc1ccccc1F)C(=O)NC1CCN(S(=O)(=O)c2ccccc2)CC1 (stereo unspecified)	-5	-5	9	nt	-7	i	13	-6	-24	5
9	Cc1ccc(C)c(CN2C(=O)c3ccccc3S(=O)c3ccc(C(=O)NCCCN4CCCC4)cc32)c1 (stereo unspecified)	1	-16	0	4	-2	i	23	-7	-19	-4
10	O=C(Nc1ccc(C(=O)O)cc1)/C(=C\c1ccc([N+](=O)[O-])cc1)NC(=O)c1ccc(Br)cc1	4	24	19	0	-3	i	-7	4	10	0

The list continues.
item	molecule	HSP90 refold inh	aSyn 5UTR inh	AI-2 QS modul	GSK3 alpha inh	HSF1 inh	PolyA inh	HSF1 activator	IEC-6 tox	KLF5 inh	GSK3B inh
11	O=C(N/N=C/c1ccc[nH]1)c1cc(-c2ccc(Cl)cc2)nc2ccccc12	0	0	14	-1	-5	i	9	5	-25	-2
12	Cc1cc(Cl)ccc1OC(C)C(=O)Nc1ccc([N+](=O)[O-])cn1 (stereo unspecified)	-4	26	22	-2	-5	i	10	-4	-10	-6
13	O=C(OCC(=O)C12CC3CC(CC(C3)C1)C2)c1cnccn1	5	4	15	4	-4	i	2	-6	-32	4
14	CCOC(=O)CNC(=O)C1CCCc2c1[nH]c1ccc(Cl)cc21 (stereo unspecified)	4	-7	19	-2	-1	i	-2	0	-26	0
15	O=C(NC1CCC(O)CC1)c1cccnc1Sc1ccccc1Cl (stereo unspecified)	-4	12	16	0	-2	i	-4	-6	-32	2
16	COc1ccc(-c2oc3ccccc3c2C(=O)Oc2ccccc2)cc1	3	-14	26	0	-46	i	-55	6	-15	1
17	Cc1cccc(NC(=O)c2ccc3c(c2)CCN3S(C)(=O)=O)c1	-4	-203	4	-3	16	i	17	6	-104	-2
18	COc1nc(N(C#N)CC(N)=O)nc(N2CCCC2)n1	0	-4	29	0	-11	i	-1	2	-1	1
19	CCC(c1n[nH]c(=S)n1-c1ccccc1)N(C)C (stereo unspecified)	3	-17	16	1	-2	i	-14	5	-20	3
20	OC(CCN1CCOCC1)c1ccccc1 (stereo unspecified)	3	16	nt	-1	1	i	-22	-5	-10	nt

(listing goes on)
item	molecule	HSP90 refold inh	aSyn 5UTR inh	AI-2 QS modul	GSK3 alpha inh	HSF1 inh	PolyA inh	HSF1 activator	IEC-6 tox	KLF5 inh	GSK3B inh
21	Cc1ccc(C)c(NC(=O)CN(C)S(=O)(=O)c2ccc(F)cc2)c1	-1	4	10	0	-4	i	-15	3	0	0
22	Cc1n[nH]c(=O)c2c(NC(=O)COC(=O)c3cc(F)cc(F)c3)oc(C)c12	nt	-11	31	-2	-2	i	-3	nt	nt	1
23	Cc1cccc(CNC(=O)c2ccc(NC(=O)C3=CSCCO3)cc2)c1	-5	-11	20	-2	11	i	1	0	-32	-2
24	O=C(CC(c1ccccc1)c1ccccc1)Nc1ccc(O)cc1	-3	-13	29	-6	3	i	2	-6	-26	2
25	CCCN1CCN(CCCNC(=O)c2cc3c(=O)[nH]c4ccc(C)cc4c3s2)CC1	-4	-20	2	6	-1	nt	1	6	-2	-4
26	COc1cccc(CNC(=O)C2CCN(S(=O)(=O)c3cccc4nonc34)CC2)c1	-3	1	20	0	-2	i	-8	6	8	-4
27	CCOC(=O)c1c(C)nn(-c2ccc(NC(=O)CSCC(=O)O)cc2)c1C	3	13	8	0	-2	i	13	2	-5	-10
28	CCOc1ccc(S(=O)(=O)N2CCCC(C(=O)NCc3ccccn3)C2)cc1C (stereo unspecified)	-4	29	12	-3	3	i	9	-2	-6	0
29	COc1ccc(Oc2coc3cc(OC(=O)c4cccs4)ccc3c2=O)cc1	-3	-16	-58	-1	6	i	7	-4	-25	5
30	O=C(NC1CCc2ccccc21)c1cc(COc2ccc(F)cc2F)on1 (stereo unspecified)	-1	-8	7	-2	2	i	1	5	-62	1

New compounds follow.
item	molecule	HSP90 refold inh	aSyn 5UTR inh	AI-2 QS modul	GSK3 alpha inh	HSF1 inh	PolyA inh	HSF1 activator	IEC-6 tox	KLF5 inh	GSK3B inh
31	CC(Oc1cccc(Cl)c1)C(=O)Nc1ccc(N2CCOCC2)cc1N1CCOCC1 (stereo unspecified)	nt	2	5	-3	7	i	16	nt	nt	-2
32	Cc1cc(C)c(NC(=O)CCN2C(=O)c3ccccc3S2(=O)=O)c(C)c1	nt	-7	5	-2	10	i	5	nt	nt	-3
33	CC(C)c1ccccc1NS(=O)(=O)N(C)C	-1	5	-5	0	-5	i	-13	10	-17	1
34	CC(C)COC(=O)n1ccc(C(=O)N2CCCCC2)n1	-8	25	21	0	-4	i	-6	-5	-18	2
35	O=C(Nc1ccccc1N1CCOCC1)c1ccc(Cl)c(S(=O)(=O)NCc2ccco2)c1	0	-7	18	1	0	i	-3	-2	17	1
36	Cc1ccc(C(C)C)cc1S(=O)(=O)Nc1cccnc1	-2	-17	10	-1	-5	i	-4	-2	-24	0
37	CC(=O)c1ccc(N2CCCCC2)c(F)c1	1	-14	12	-1	10	i	12	-3	-8	-8
38	CN(c1cccc(NC(=O)Nc2ccc(Cl)cc2)c1)S(C)(=O)=O	-4	-112	7	-5	64	i	115*	2	-80	1
39	CN1CCN(C(=O)/C(=C/c2cccc([N+](=O)[O-])c2)NC(=O)c2ccccc2)CC1	-1	16	14	0	-14	i	-9	-1	-21	0
40	CS(=O)(=O)c1ccc(Cl)c(NC(=O)COC(=O)CNC(=O)c2cccs2)c1	nt	14	nt	-2	0	i	-7	nt	nt	nt

Other compounds:
item	molecule	HSP90 refold inh	aSyn 5UTR inh	AI-2 QS modul	GSK3 alpha inh	HSF1 inh	PolyA inh	HSF1 activator	IEC-6 tox	KLF5 inh	GSK3B inh
41	CCCC(c1nnnn1C1CCCCC1)N1CCN(c2ncccn2)CC1 (stereo unspecified)	-1	-10	10	nt	-1	i	-11	-4	1	2
42	CCOC(=O)CC1=NN(c2ccccc2)C(=O)/C1=C\c1ccc(N(C)C)cc1	-2	7	21	3	4	i	-1	-3	-11	-1
43	CCSc1nnc(NC(=O)[C@@H](NC(=O)c2ccccc2F)C(C)C)s1	1	9	8	0	-5	i	-5	2	-38	3
44	O=C(COC(=O)C12CC3CC(CC(O)(C3)C1)C2)NC12CC3CC(CC(C3)C1)C2	0	10	11	-2	9	i	15	-4	-8	0
45	CC1CCc2cc(F)cc3c(O)c(C(=O)NCc4ccco4)c(=O)n1c23 (stereo unspecified)	-2	-1	-2	nt	-8	i	-22	5	-11	3
46	CCC(=O)N1N=C(c2cccs2)CC1c1ccc(C)cc1 (stereo unspecified)	0	4	10	-1	13	i	21	7	-14	0
47	CCC1CCC/C1=N\NC(=O)CCC(=O)Nc1ccccc1Cl (stereo unspecified)	-1	8	-10	-3	-5	i	1	-2	-1	-3
48	COc1ccc(OC)c(CNS(=O)(=O)c2c(C)nc3scc(C)n3c2=O)c1	1	-25	34	6	-3	i	2	-1	-21	1
49	CCOC(=O)CC1CCCCN1C(=O)CCCn1nnnc1CN1CCC(C)CC1 (stereo unspecified)	-3	-2	-3	0	-1	i	16	-1	-1	-1
50	Cc1ccc(C)c(N2CCN(C(=O)CCCCn3c(=O)[nH]c4ccccc4c3=O)CC2)c1	0	29	38	3	2	i	10	4	-16	3

Continued:
item	molecule	HSP90 refold inh	aSyn 5UTR inh	AI-2 QS modul	GSK3 alpha inh	HSF1 inh	PolyA inh	HSF1 activator	IEC-6 tox	KLF5 inh	GSK3B inh
51	O=c1c2ccccc2nc2n1CCC2O (stereo unspecified)	7	15	17	3	-5	i	-5	3	-5	1
52	CC(C)(C)OC(=O)NCCc1nnc(SCc2ccc(Cl)cc2)o1	-1	17	34	-1	1	i	1	8	10	3
53	Nc1nc2sc3c(c2cc1C(=O)N1CCOCC1)CCCC3	-1	-22	14	13	-7	i	17	-3	2	0
54	Cc1cccc(N(CC(=O)NCc2ccc(F)cc2)C(=O)c2csnn2)c1C	0	-3	12	-1	13	i	52*	0	-10	-4
55	O=C(CSc1ccccn1)N1CCN(c2cccc(Cl)c2)CC1	-1	13	20	0	7	i	4	-2	-15	3
56	Cc1ccc(NS(=O)(=O)c2csc(C(N)=O)c2)c(C)c1	6	-5	-9	9	-9	i	11	-3	-5	-3
57	Cc1ccc(C(=O)CC(=O)c2ccc(C)cc2O)cc1	-5	-95	34	-1	15	i	23	2	-64	2
58	Cc1ccc(-c2c[n+](CC(=O)Nc3ccc(C)cc3C)c3n2CCC3)cc1	0	-8	12	1	-3	i	6	1	3	-4
59	O=C(CCCCCN1C(=O)[C@@H]2Cc3ccccc3CN2C1=O)Nc1cccc(F)c1	3	-10	12	-2	8	i	4	-1	-10	5
60	CC1Cc2ccccc2N1C(=O)CSc1ncc(-c2ccc(F)cc2)n1C (stereo unspecified)	0	-126	20	-2	49	i	67*	3	-44	1

An excerpt; rates above refer to the full screens.
